CHRM5 antagonist – CHRM5 antagonism in calcium assay; P08912; hit rate 0.59% among 360,000; inhibition, % at 3 µM; AID 624040; CHO-hM5 cells, Fluo-8 calcium fluorescence, ACh EC80;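 active = inhibition above a per-plate cutoff, the mean of that plate's test compounds plus 3 SD, cut at about 27% in these data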;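 also: 0% = acetylcholine EC80 with DMSO and 100% = DMSO without agonist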
Target sequence (P08912 whole entry, looked up): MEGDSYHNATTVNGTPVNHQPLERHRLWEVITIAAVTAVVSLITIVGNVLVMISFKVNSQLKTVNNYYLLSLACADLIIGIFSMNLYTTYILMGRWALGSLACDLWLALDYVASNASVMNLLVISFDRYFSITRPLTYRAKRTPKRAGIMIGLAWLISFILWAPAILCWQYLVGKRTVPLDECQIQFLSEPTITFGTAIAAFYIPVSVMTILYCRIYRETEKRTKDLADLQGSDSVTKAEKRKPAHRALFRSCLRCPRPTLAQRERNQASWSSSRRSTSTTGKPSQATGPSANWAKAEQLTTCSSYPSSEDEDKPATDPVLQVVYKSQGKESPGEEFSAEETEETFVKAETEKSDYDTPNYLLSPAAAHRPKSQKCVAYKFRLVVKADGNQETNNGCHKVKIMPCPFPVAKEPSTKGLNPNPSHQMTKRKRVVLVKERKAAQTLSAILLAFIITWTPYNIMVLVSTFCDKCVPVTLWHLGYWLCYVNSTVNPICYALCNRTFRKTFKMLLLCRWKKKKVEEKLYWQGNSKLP
M1 PAM parental – M1 PAM counterscreen hit in parental CHO-K1 cells. ATP EC20, Fluo-8 calcium fluorescence; 0% at ATP EC20, 100% at ATP max. hit rate 0.02% among 360,000. AID 602247. activation, % at 3 µM;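 active = activation above the run cutoff, the mean activation of all test compounds plus 3 SD, cut at about 40% in these data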;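 also: peak over basal fluorescence ratio in a 140 s read after ATP addition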
M5 ag – CHRM5 agonism in calcium assay | P08912 | CHO-K1 hM5 cells, Fluo-8 calcium fluorescence; 0% DMSO wells, 100% maximal acetylcholine response | activation, % at 3 µM | hit rate 0.19% among 360,000 | AID 624037;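 active = activation above the run's mean over test compounds plus 3 SD, cut at about 23% in these data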;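 also: signal is peak over basal fluorescence ratio across the kinetic read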
M5 PAM – positive allosteric modulators of human muscarinic M5 receptor. hit rate 0.3% among 360,000. CHO-K1 hM5, Fluo-8 calcium, ACh EC20 PAM; 0% = ACh EC20, 100% = ACh EC100. activation, % at 3 µM. P08912. AID 624038;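 active = activation above the run cutoff, the mean activation of all test compounds plus 3 SD, cut at about 18% in these data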
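Assay system: CHO-K1 hM5 cells. Also added: acetylcholine at EC20 concentration, added after compound. Dosing: 3 µM, single dose. Times: compound preincubation 140 s before EC20 acetylcholine addition. Signal: Fluo-8 calcium fluorescence. Measure: % activation relative to EC20 and EC100 ACh responses. Repeats: singlicate, one well per test compound.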
M4 antag – CHRM4 antagonism in calcium assay. CHO-hM4 cells, ACh EC80, Fluo-8 calcium fluorescence. hit rate 0.73% among 360,000. inhibition, % at 3 µM. P08173;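 active = inhibition above its plate's cutoff, the mean inhibition of sample wells plus 3 SD, cut at about 27% in these data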;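 also: 0% = acetylcholine EC80 with DMSO and 100% = DMSO without agonist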
Target sequence (P08173 whole entry, looked up): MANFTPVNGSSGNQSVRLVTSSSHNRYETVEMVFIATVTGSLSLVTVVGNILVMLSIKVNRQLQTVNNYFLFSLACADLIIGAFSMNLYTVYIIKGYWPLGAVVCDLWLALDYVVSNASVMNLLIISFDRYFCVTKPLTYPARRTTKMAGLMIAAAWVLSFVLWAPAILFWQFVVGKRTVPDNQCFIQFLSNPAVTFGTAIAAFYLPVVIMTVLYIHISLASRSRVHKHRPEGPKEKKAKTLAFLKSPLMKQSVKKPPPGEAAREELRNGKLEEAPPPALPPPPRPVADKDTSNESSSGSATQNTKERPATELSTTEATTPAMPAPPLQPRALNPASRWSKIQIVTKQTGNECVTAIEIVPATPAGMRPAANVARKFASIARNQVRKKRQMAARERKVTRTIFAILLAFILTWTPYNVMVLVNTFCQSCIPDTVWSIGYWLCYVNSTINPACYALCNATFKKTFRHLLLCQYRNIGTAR
M4 PAM – potentiates acetylcholine response at human M4 receptor. CHO-K1 hM4/Gqi5, Fluo-8 calcium fluorescence, ACh EC20; 0% = ACh EC20, 100% = maximal ACh. activation, % at 3 µM. hit rate 0.4% among 360,000. P08173;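 active = activation above its plate's cutoff, the mean activation of sample wells plus 3 SD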; also: some results filed as inactive read as strong as hits
CHO-K1 Ca ag – M1 agonist counterscreen hit in parental CHO-K1 cells | Fluo-8 calcium fluorescence; scaled to maximal ATP response, vehicle zero | activation, % at 3 µM | hit rate 0.48% among 360,000 | AID 602248; in the data active = activation above about 15%;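 also: untransfected CHO-K1 host cells lacking M1 receptor as counterscreen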
CHO-K1 Ca antag – counter-screen for M1 antagonists: effect in parental CHO-K1 cells. inhibition, % at 3 µM. hit rate 0.6% among 360,000. ATP-induced calcium, Fluo-8 fluorescence;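 active = inhibition above a per-plate cutoff, the plate's mean sample inhibition plus 3 SD, cut at about 24% in these data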;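 also: 0% = DMSO plus EC80 ATP and 100% = DMSO alone without ATP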
CHRM4 agonist – CHRM4 agonism in calcium assay; P08173; CHO-K1 hM4/Gqi5, Fluo-8 calcium fluorescence; vehicle 0%, full acetylcholine response 100%; activation, % at 3 µM; hit rate 0.14% among 360,000; AID 624127;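 active = activation above the run mean over all test wells plus 3 SD, cut at about 32% in these data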;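 also: peak over basal fluorescence ratio per well then scaled between controls; 0% = DMSO wells and 100% = acetylcholine at EC100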
* marks the source's active call; other numbers are inactive results.

`COc1cccc(C(C(=O)NC2CCCC2)N(CC2CCCO2)C(=O)Cc2cccs2)c1` (stereo unspecified) gave CHRM5 antagonist -1, M1 PAM parental 15, M5 ag -1, M5 PAM -5, M4 antag 1, M4 PAM 0, CHO-K1 Ca ag 0.9, CHO-K1 Ca antag -2 and CHRM4 agonist 1.
For COc1ccc(-n2c(=O)c3c(C)c(C)sc3n(Cc3ccc(F)cc3)c2=O)c(OC)c1 the results were CHRM5 antagonist 15, M1 PAM parental 7, M5 ag 1, M5 PAM -10, M4 antag -1, M4 PAM -12, CHO-K1 Ca ag 0.3, CHO-K1 Ca antag -9 and CHRM4 agonist 0.
`Nn1c(SCC(=O)Nc2ccc3c(c2)OCO3)nnc1-c1ccncc1` gave CHRM5 antagonist -5, M1 PAM parental 6, M5 ag -2, M5 PAM 1, M4 antag -16, M4 PAM 9, CHO-K1 Ca ag 0.1, CHO-K1 Ca antag -4 and CHRM4 agonist 1.
`Cc1ccc(S(=O)(=O)N2CCC(=O)N(C(COCc3cccc(C(F)(F)F)c3)C(C)C)CC2)cc1` (stereo unspecified) gave CHRM5 antagonist -5, M1 PAM parental 6, M5 ag -2, M5 PAM -10, M4 antag 1, M4 PAM -6, CHO-K1 Ca ag -0.1, CHO-K1 Ca antag -9 and CHRM4 agonist 7.
C[C@H](CO)N1C[C@H](C)[C@H](CN(C)S(=O)(=O)c2ccc(-n3cccn3)cc2)OCc2cnnn2CCCC1=O was read as CHRM5 antagonist 6, M1 PAM parental 25, M5 ag -1, M5 PAM -2, M4 antag -14, M4 PAM 8, CHO-K1 Ca ag 0.5, CHO-K1 Ca antag -24 and CHRM4 agonist 0.
For COc1ccc(/C=C2\CCCC3C2=NN(C(=O)c2scnc2C)C3c2ccc(OC)c(OC)c2)cc1OC (stereo unspecified) the results were CHRM5 antagonist -3, M1 PAM parental 17, M5 ag -3, M5 PAM -2, M4 antag 8, M4 PAM -6, CHO-K1 Ca ag 19*, CHO-K1 Ca antag -1 and CHRM4 agonist 1.
CCOC(=O)N1CCC(N2CC34C=CC(O3)C(C(=O)Nc3ccc(C(C)C)cc3)C4C2=O)CC1 (stereo unspecified) was read as CHRM5 antagonist 0, M1 PAM parental 19, M5 ag 0, M5 PAM -4, M4 antag -12, M4 PAM 3, CHO-K1 Ca ag -0.4, CHO-K1 Ca antag -1 and CHRM4 agonist 0.
O=C(COc1ccccc1)Nc1ccc(NC(=O)c2ccco2)cc1 was read as CHRM5 antagonist -1, M1 PAM parental -4, M5 ag 0, M5 PAM -3, M4 antag -8, M4 PAM 6, CHO-K1 Ca ag 0.9, CHO-K1 Ca antag -5 and CHRM4 agonist 5.
Screening Nc1nccnc1C(=O)OCC(=O)c1ccc[nH]1 returned CHRM5 antagonist -5, M1 PAM parental -4, M5 ag -2, M5 PAM 0, M4 antag 3, M4 PAM -4, CHO-K1 Ca ag 0.6, CHO-K1 Ca antag -3 and CHRM4 agonist 1.
`COC(=O)c1ccccc1NC(=O)NCc1ccc2c(c1)OCO2` gave CHRM5 antagonist -6, M1 PAM parental 2, M5 ag -3, M5 PAM 5, M4 antag 10, M4 PAM 5, CHO-K1 Ca ag 0.6, CHO-K1 Ca antag 6 and CHRM4 agonist 1.
For CCOC(=O)CC[C@H](NC(=O)Cn1cc(C)c(=O)[nH]c1=O)C(=O)OCC the results were CHRM5 antagonist 3, M1 PAM parental 1, M5 ag 0, M5 PAM -4, M4 antag -18, M4 PAM 6, CHO-K1 Ca ag 0.1, CHO-K1 Ca antag -3 and CHRM4 agonist 1.
Screening CCCn1cnnc1CNC(=O)[C@H]1O[C@@H](n2cnc3c(N)ncnc32)[C@H](O)[C@@H]1O returned CHRM5 antagonist 4, M1 PAM parental 10, M5 ag 2, M5 PAM 0, M4 antag 3, M4 PAM 0, CHO-K1 Ca ag 0.2, CHO-K1 Ca antag -4 and CHRM4 agonist 0.
For Cc1ccc(S(=O)(=O)c2nc(S(C)(=O)=O)sc2N2CCC(C)CC2)cc1 the results were CHRM5 antagonist 3, M1 PAM parental 24, M5 ag -4, M5 PAM 3, M4 antag -1, M4 PAM 3, CHO-K1 Ca ag 0.9, CHO-K1 Ca antag -11 and CHRM4 agonist 0.
For O=C1NC[C@H](CCCCN2C[C@H](Cc3ccccc3)N(Cc3ccccc3)C(=O)C2=O)N(CCC2CCCCC2)C1=O the results were CHRM5 antagonist 10, M1 PAM parental -9, M5 ag -1, M5 PAM -6, M4 antag -5, M4 PAM 7, CHO-K1 Ca ag 0.3, CHO-K1 Ca antag -4 and CHRM4 agonist 0.
Screening N#C/C(=C\c1cccnc1)C(=O)Nc1ccc(S(N)(=O)=O)cc1 returned CHRM5 antagonist -6, M1 PAM parental 17, M5 ag 1, M5 PAM 6, M4 antag 1, M4 PAM 0, CHO-K1 Ca ag 1.2, CHO-K1 Ca antag -11 and CHRM4 agonist 1.
`CC(=O)N1c2ccc(S(=O)(=O)CCC(=O)O)cc2CC1C` (stereo unspecified) gave CHRM5 antagonist -3, M1 PAM parental 18, M5 ag 0, M5 PAM 5, M4 antag 0, M4 PAM 11, CHO-K1 Ca ag -0.1, CHO-K1 Ca antag -7 and CHRM4 agonist 1.
`Cc1ccc(-c2[nH]nc3c2C(c2ccoc2)C(C#N)=C(N)O3)cc1C` (stereo unspecified) gave CHRM5 antagonist 4, M1 PAM parental 6, M5 ag -4, M5 PAM -3, M4 antag 12, M4 PAM -18, CHO-K1 Ca ag 0.4, CHO-K1 Ca antag -1 and CHRM4 agonist 1.
`O=C(NN1C(=O)c2ccc3c4c(ccc(c24)C1=O)CC3)c1ccc(Br)cc1` gave CHRM5 antagonist -5, M1 PAM parental 5, M5 ag -3, M5 PAM -6, M4 antag 3, M4 PAM 4, CHO-K1 Ca ag 0.1, CHO-K1 Ca antag 0 and CHRM4 agonist 1.
For CC(Oc1ccccc1)C(=O)OCC(=O)NC(=O)NCc1ccco1 (stereo unspecified) the results were CHRM5 antagonist -2, M1 PAM parental 2, M5 ag -2, M5 PAM -1, M4 antag 1, M4 PAM 0, CHO-K1 Ca ag -0.2, CHO-K1 Ca antag -2 and CHRM4 agonist 1.
Screening Cc1cccc(NC(=S)NCc2cccs2)c1C returned CHRM5 antagonist -4, M1 PAM parental 7, M5 ag -8, M5 PAM -8, M4 antag -4, M4 PAM 6, CHO-K1 Ca ag 0.0, CHO-K1 Ca antag -8 and CHRM4 agonist 1.
`CNc1cccc(-c2cc(OC)c(OC)c(OC)c2)n1` gave CHRM5 antagonist 7, M1 PAM parental 11, M5 ag 0, M5 PAM 1, M4 antag -12, M4 PAM 8, CHO-K1 Ca ag -0.1, CHO-K1 Ca antag -4 and CHRM4 agonist 1.
For COc1ccc(-c2cn[nH]c2-c2ccc(O)cc2O)cc1OC the results were CHRM5 antagonist 6, M1 PAM parental -4, M5 ag -1, M5 PAM -4, M4 antag -3, M4 PAM 0, CHO-K1 Ca ag 5.7, CHO-K1 Ca antag 0 and CHRM4 agonist 2.
Screening CCN(CC)CCSc1nnc2c3cc(C)ccc3n(Cc3ccccc3)c2n1 returned CHRM5 antagonist 11, M1 PAM parental -15, M5 ag -18, M5 PAM -4, M4 antag 8, M4 PAM -9, CHO-K1 Ca ag 0.5, CHO-K1 Ca antag 7 and CHRM4 agonist 1.
Screening O=C(Nc1cccc2nsnc12)C1CC(=O)N(c2ccccc2)C1 (stereo unspecified) returned CHRM5 antagonist -1, M1 PAM parental 20, M5 ag 3, M5 PAM -3, M4 antag -8, M4 PAM 2, CHO-K1 Ca ag 4.8, CHO-K1 Ca antag -4 and CHRM4 agonist 7.
For Cc1cc(C)c2c(=N)c3ccccc3n(CCCCCCCCn3c4ccccc4c(=N)c4c(C)cc(C)nc43)c2n1 the results were CHRM5 antagonist 3, M1 PAM parental -12, M5 ag -1, M5 PAM -1, M4 antag 9, M4 PAM -9, CHO-K1 Ca ag -0.6, CHO-K1 Ca antag 8 and CHRM4 agonist 2.
Screening Cc1cc(C)nc(N(C#N)Cc2ccc([N+](=O)[O-])cc2)n1 returned CHRM5 antagonist -2, M1 PAM parental 11, M5 ag 0, M5 PAM -5, M4 antag -7, M4 PAM 2, CHO-K1 Ca ag 0.5, CHO-K1 Ca antag -8 and CHRM4 agonist 2.
For Cc1ccc(CN2C(=O)CSCC2(C)C(=O)NCc2ccccc2)cc1 (stereo unspecified) the results were CHRM5 antagonist 12, M5 ag 2, M5 PAM -5, M4 antag 12, M4 PAM -7 and CHRM4 agonist 1.
For CC(C)CC(C(=O)NC(C)(C)C)N(Cc1ccccc1Cl)C(=O)c1snc(C(N)=O)c1N (stereo unspecified) the results were CHRM5 antagonist -3, M1 PAM parental 16, M5 ag -1, M5 PAM -3, M4 antag 13, M4 PAM -6, CHO-K1 Ca ag 2.0, CHO-K1 Ca antag -6 and CHRM4 agonist 0.
CC(=O)N(CCCN(C)C)Cc1ccccn1 was read as CHRM5 antagonist 1, M1 PAM parental -16, M5 ag 1, M5 PAM -1, M4 antag -5, M4 PAM -17, CHO-K1 Ca ag 2.7, CHO-K1 Ca antag 8 and CHRM4 agonist 0.
Nc1c(Br)cc(Br)c2c1C(=O)c1c(cccc1S(=O)(=O)O)C2=O was read as CHRM5 antagonist 9, M1 PAM parental -18, M5 ag 5, M5 PAM -4, M4 antag -4, M4 PAM 9, CHO-K1 Ca ag 0.1, CHO-K1 Ca antag 8 and CHRM4 agonist 4.
`Cc1ccc2c(=O)[nH]c(Nc3nc(C)cc(-c4ccccc4)n3)nc2c1` gave CHRM5 antagonist 12, M1 PAM parental 16, M5 ag -1, M5 PAM -1, M4 antag 3, M4 PAM 0, CHO-K1 Ca ag 1.8, CHO-K1 Ca antag -17 and CHRM4 agonist 0.
`CC(C)N1C(=O)S/C(=C\c2ccc(-c3ccc(Cl)c(C(=O)O)c3)o2)C1=O` gave CHRM5 antagonist -2, M1 PAM parental 2, M5 ag 3, M5 PAM 0, M4 antag -17, M4 PAM 2, CHO-K1 Ca ag 0.3, CHO-K1 Ca antag -5 and CHRM4 agonist 0.
`COC(=O)C1CCN(C(=O)/C(C)=C\c2ccccc2)CC1` gave CHRM5 antagonist 4, M1 PAM parental -6, M5 ag 1, M5 PAM -3, M4 antag 4, M4 PAM 6, CHO-K1 Ca ag 0.5, CHO-K1 Ca antag 3 and CHRM4 agonist 1.
C=CCN(c1nc(C)c(Br)c(OC)n1)S(=O)(=O)c1ccc(C)cc1 was read as CHRM5 antagonist 10, M1 PAM parental 18, M5 ag -2, M5 PAM 5, M4 antag -10, M4 PAM -8, CHO-K1 Ca ag 0.5, CHO-K1 Ca antag -15 and CHRM4 agonist -2.
`CCOC(=O)c1c(NC(=O)/C=C/c2ccc3c(c2)OCO3)sc(C)c1CC` gave CHRM5 antagonist -2, M1 PAM parental 21, M5 ag -1, M5 PAM 6, M4 antag 10, M4 PAM 15, CHO-K1 Ca ag 0.9, CHO-K1 Ca antag -10 and CHRM4 agonist 1.

2 compounds drawn at random from the list so far:
For Cc1cc(C)c2c(=N)c3ccccc3n(CCCCCCCCn3c4ccccc4c(=N)c4c(C)cc(C)nc43)c2n1 the results were CHRM5 antagonist 3, M1 PAM parental -12, M5 ag -1, M5 PAM -1, M4 antag 9, M4 PAM -9, CHO-K1 Ca ag -0.6, CHO-K1 Ca antag 8 and CHRM4 agonist 2.
`Cc1ccc2c(=O)[nH]c(Nc3nc(C)cc(-c4ccccc4)n3)nc2c1` gave CHRM5 antagonist 12, M1 PAM parental 16, M5 ag -1, M5 PAM -1, M4 antag 3, M4 PAM 0, CHO-K1 Ca ag 1.8, CHO-K1 Ca antag -17 and CHRM4 agonist 0.

Rows were taken by chance; overall some 2.7% were active at least once.
